TAG inh – triacylglycerol accumulation inhibition | H9c2 cells, Nile Red lipid (TAG) fluorescence; cells loaded with 200 µM oleic acid | inhibition, % at 12.5 µM | hit rate 0.66% among 230,000;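 active = pattern-corrected inhibition of lipid staining of at least 50% with the nuclear-stain viability signal not falling by more than 50%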;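 also: 0% = DMSO wells and 100% = triacsin C control wells; some results filed as inactive read as strong as hits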
TAG inh DAPI viability – further read-out of TAG inh, marked with its call; DAPI nuclei signal change (viability), lower = more cytotoxic, %;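 whole-well DAPI fluorescence read on a plate reader as a viability signal; minus 50 percent equals half of cells still viable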
* = called active by the depositor. Some of the compounds tested (hit frequency here may not be typical).

SMILES,TAG inh,TAG inh DAPI viability
O=C1C2CCCN2C(=O)N1CCCN1CCN(c2ccc([N+](=O)[O-])cc2)CC1 (configuration not stated),3,-12
CCOC(=O)c1oc2c(CN3CCN(C)CC3)c(O)c(CC)cc2c(=O)c1-c1nc2ccccc2s1,17,-15
O=C(c1ccc([N+](=O)[O-])cc1)N1CCN(c2cccc3[nH]ccc23)CC1,-4,8
CCOC(=O)c1c(NC(=O)COC)sc(C)c1C,-2,1
CN(Cc1ccccc1)C(=O)COC(=O)c1ccc(Br)o1,-6,6
Cc1cc2cc(CNC(=S)Nc3ccc(OC(F)(F)F)cc3)ccc2[nH]1,10,-9
COc1ccc(CN(C)C(=O)c2cc(S(=O)(=O)N3CCOCC3)ccc2N2CCCC2)cc1,-17,3
O=C(O)CCCC1(C(=O)O)CCCC1,-6,7
O=[N+]([O-])c1ccccc1S(=O)(=O)N1CCN(C2CCCC2)CC1,-6,6
C=CCc1cccc2cc(C(=O)NNC(=O)c3ccncc3)c(=O)oc12,-4,-1
C=CCn1c(SCC(=O)Nc2ccc3c(c2)CCC3)nnc1-c1cccs1,21,-8
Cc1c(C(N)=O)sc2ncn(CCOc3ccccc3)c(=O)c12,-22,7
O=C(COC(=O)CCC(=O)c1cccs1)NCc1ccco1,3,-5
CCN(CC)c1cc(Oc2ccccc2)ncn1,15,-12
CCOC(=O)c1ccc(NC(=O)Cn2cnc3cc(C)c(C)cc32)cc1,-13,-15
O=c1[nH]c2ccc(NC(=S)Nc3ccccc3Cl)cc2[nH]1,10,-3
O=C(CCc1ccccc1)NC(=S)NCc1ccco1,-29,-14
COc1ccc(NC(=O)CSc2nc(C(C)C)nc3c2c(=O)n(C)c(=O)n3C)c(OC)c1,18,1
CC(=O)C1=C(O)C(=O)N(c2ccc(O)cc2)C1c1ccccc1Cl (configuration not stated),-3,-7
N#Cc1cccc(NC(=O)C2CCCN(C(=O)c3ccc(Cl)cc3)C2)c1 (configuration not stated),-8,0
Cc1nc2c([nH]1)C1(CCN(Cc3ccccc3)CC1)C(C#N)=C(N)O2,0,4
COc1ccc(C(=O)CSc2nnc(-c3ccco3)c(-c3ccco3)n2)cc1,6,-9
O=C1CC[C@@H]2CC3(C[C@@H]4CCN1[C@H]24)Nc1cc([N+](=O)[O-])ccc1NC3=NC1CCCCC1 (some centres not stated),16,1
Cc1ccc(S(=O)(=O)N(C)CC(=O)N2CCN(Cc3ccccc3)CC2)cc1,-9,-3
CN1CCC(=O)N([C@H](CO)Cc2ccccc2)CC1,-1,-7
CC(=O)Nc1cccc(NC(=O)c2cccc(Cl)c2)c1,-3,2
Cc1nc2cc(-c3ccccc3)nn2c(C)c1CCC(=O)NCc1ccco1,6,4
Cc1ccc(S(=O)(=O)N2CCN(Cc3cc(=O)n4ccccc4n3)CC2)cc1C,12,-7
C/C=C\C=C/C(=O)Nc1cccc(C2=NOC3(C2)C[C@@H](C(N)=O)N(C(=O)/C=C/C=C\C)C3)c1 (some centres not stated),-1,0
Cc1ccc(C(C#N)c2ccc(C(=O)c3ccc(F)cc3)cc2)cc1 (configuration not stated),-14,-1
CCCOc1ncnc2c1[nH]c1ccc(OC)cc12,-1,2
CCOC(=O)CSc1nnc(-c2ccc3ncccc3c2)n1C,-1,1
COc1ccc(C(=O)OCC(=O)NC2CC2)cc1S(=O)(=O)Nc1ccc(C)cc1,-11,-8
CCOC(=O)CC1C(=O)NCCN1C(=O)c1ccc(F)cc1F (configuration not stated),10,-9
CCCNC(=O)/C=C/C(=O)O,9,4
COc1ccc(/C=C(\C#N)C(=O)OCC(=O)NCc2ccccc2)cc1,-12,-6
CC(=O)N1CCN(CC(=O)Nc2cccc(S(=O)(=O)N3CCCCCC3)c2)CC1,17,-6
CC(C)CCNc1ncnc2c1nnn2Cc1ccccc1,-4,6
COc1ccc(S(=O)(=O)NCC2CCCO2)cc1NC(=O)c1ccc(Cl)cc1 (configuration not stated),-10,1
O=C(CCCCl)NC(=S)Nc1ccc(CN2CCOCC2)cc1,0,4
Cn1c(N)c(C(=O)COC(=O)C23CC4CC(CC(C4)C2)C3)c(=O)n(C)c1=O,-6,3
CN(CCN1CCOCC1)C(=O)c1cc(COc2ccc(F)c(F)c2)on1,1,-3
CCCNC(=O)COC(=O)c1cc(C)nc2ccccc12,-6,-1
O=C1CC(c2cccs2)c2ccc3ccccc3c2N1 (configuration not stated),1,6
CCN1CCN(c2cc(C)nc(-c3ccccc3O)n2)CC1,16,2
Cc1nn(-c2ccccc2)c(Cl)c1C1C(C#N)=C(N)OC2=C1C(=O)CCC2 (configuration not stated),3,4
COc1cc(NC(=O)CSc2nnc3c(C)cc4c(C)ccc(C)c4n23)c(C(=O)O)cc1OC,-17,8
COc1cc(/C=C2\SC(N)=NC2=O)cc(OC)c1,4,-3
CC1=C(C(=O)OCc2cc(C)on2)N2C(=O)[C@@H](NC(=O)OCc3cc(C)on3)[C@H]2SC1,-2,-6
FC(F)(F)c1cccc(Oc2nc(-c3ccccc3)nnc2C(F)(F)F)c1,-15,16
O=C(OCCCN=C1NS(=O)(=O)c2ccccc21)c1ccccc1,-4,1
C/C(CC1(O)/C(=N/O)CCc2nonc21)=N\O (configuration not stated),-6,-1
C/C(CC(=O)Nc1ccccc1[N+](=O)[O-])=N\NC(=O)COc1ccccc1C,-3,6
C/C(=N\Nc1ccc(S(N)(=O)=O)cc1[N+](=O)[O-])c1ccc2c(c1)OCO2,21,-10
NC(=O)c1c(NC(=O)CSc2nc(N)cc(=O)[nH]2)sc2c1CCCC2,1,10
Cc1cccc(OCC(=O)NNC(=O)Nc2cccc(Cl)c2)c1C,-41,1

Exported with each value named: 2 of the compounds above.
molecule: C/C(CC1(O)/C(=N/O)CCc2nonc21)=N\O (configuration not stated)
  TAG inh: -6; TAG inh DAPI viability: -1
molecule: C/C(CC(=O)Nc1ccccc1[N+](=O)[O-])=N\NC(=O)COc1ccccc1C
  TAG inh: -3; TAG inh DAPI viability: 6

Additional records
SMILES,TAG inh,TAG inh DAPI viability
O=C(OCC#CCSc1nnc(-c2cccc3ccccc23)o1)c1cc2ccccc2o1,1,-4
Cc1nc2oc3c(NCc4ccccn4)ncnc3c2c2c1COC(C)(C)C2,-1,15
O=c1[nH]c(=O)c2cc([N+](=O)[O-])cc([N+](=O)[O-])c2[nH]1,5,-8
CCN(CC)C(=O)CN(c1ccc(F)c(Cl)c1)S(C)(=O)=O,-28,8
O=C(Cn1cc(S(=O)(=O)Cc2ccc([N+](=O)[O-])cc2)c2ccccc21)N1CCOCC1,-5,2
COc1ccccc1C(=O)Nc1nsc(-c2ccccc2)n1,-19,4
CS(=O)(=O)N1CCN(C(=O)COc2ccc3ccccc3c2)CC1,-10,3
O=c1c2cc(N3CCOCC3)ccc2[nH]c(=S)n1CCc1ccccc1,13,14
NC(=O)CC(NC(=O)c1ccc(Br)cc1)c1ccc(N2CCCCCC2)c([N+](=O)[O-])c1 (configuration not stated),-7,6
O=C(NCC(c1ccco1)N1CCOCC1)c1ccc([N+](=O)[O-])cc1 (configuration not stated),5,4
NC(=O)c1nsc(C(=O)N(c2ccccc2)C(C(=O)NCC2CCCO2)c2cccs2)c1N (configuration not stated),4,14
Cc1ccc(C(=O)NCCN2C3=NC[C@H](C)N3C[C@H]2Cc2ccc(O)cc2)cc1Br,14,7
O=C(NCC(c1ccco1)N1CCCCC1)c1ccc2c(c1)S(=O)(=O)c1ccccc1C2=O (configuration not stated),20,4
CC(C)NC(=O)c1ccccc1S(=O)c1ccccc1C#N (configuration not stated),-1,-2
COc1cc(CN2C[C@@H](CO)O[C@@H](n3cnc4c(NCC(C)C)ncnc43)C2)cc(OC)c1OC,23,-4
COc1ccc(N2C(=O)CC(SCc3ccc(Cl)cc3)C2=O)cc1 (configuration not stated),2,4

Sorted by SMILES length (falling): part of the list above.
SMILES,TAG inh,TAG inh DAPI viability
COc1cc(CN2C[C@@H](CO)O[C@@H](n3cnc4c(NCC(C)C)ncnc43)C2)cc(OC)c1OC,23,-4
NC(=O)CC(NC(=O)c1ccc(Br)cc1)c1ccc(N2CCCCCC2)c([N+](=O)[O-])c1 (configuration not stated),-7,6
Cc1ccc(C(=O)NCCN2C3=NC[C@H](C)N3C[C@H]2Cc2ccc(O)cc2)cc1Br,14,7
C/C(=N\Nc1ccc(S(N)(=O)=O)cc1[N+](=O)[O-])c1ccc2c(c1)OCO2,21,-10
O=c1[nH]c(=O)c2cc([N+](=O)[O-])cc([N+](=O)[O-])c2[nH]1,5,-8
C/C(CC(=O)Nc1ccccc1[N+](=O)[O-])=N\NC(=O)COc1ccccc1C,-3,6
O=C(OCC#CCSc1nnc(-c2cccc3ccccc23)o1)c1cc2ccccc2o1,1,-4
NC(=O)c1c(NC(=O)CSc2nc(N)cc(=O)[nH]2)sc2c1CCCC2,1,10
FC(F)(F)c1cccc(Oc2nc(-c3ccccc3)nnc2C(F)(F)F)c1,-15,16
Cc1nc2oc3c(NCc4ccccn4)ncnc3c2c2c1COC(C)(C)C2,-1,15
O=c1c2cc(N3CCOCC3)ccc2[nH]c(=S)n1CCc1ccccc1,13,14
CCN(CC)C(=O)CN(c1ccc(F)c(Cl)c1)S(C)(=O)=O,-28,8
O=C(OCCCN=C1NS(=O)(=O)c2ccccc21)c1ccccc1,-4,1
Cc1cccc(OCC(=O)NNC(=O)Nc2cccc(Cl)c2)c1C,-41,1
CC(C)NC(=O)c1ccccc1S(=O)c1ccccc1C#N (configuration not stated),-1,-2
COc1ccccc1C(=O)Nc1nsc(-c2ccccc2)n1,-19,4
C/C(CC1(O)/C(=N/O)CCc2nonc21)=N\O (configuration not stated),-6,-1

Continuation:
SMILES,TAG inh,TAG inh DAPI viability
CN(C)S(=O)(=O)c1ccc(NC(=O)CCNC(=O)c2ccc([N+](=O)[O-])cc2)cc1,-18,7
O=c1ccc2cc3c4c(c2o1)CCCN4CCC3,0,6
CCCc1[nH]n(-c2nc3ccccc3s2)c(=O)c1C=NCC(C)C,13,4
Cc1cc(SCC(=O)N(C)C2CCCCC2)nc2ccccc12,11,9
COc1ccc(NC(=S)NC(=O)CC(C)C)c(OC)c1,9,-3
Cc1ccccc1CN(c1ccc(C(=O)NCc2cccnc2)cc1)S(C)(=O)=O,20,-10
CC(C)(C)n1nc2c(c1NC(=O)COc1ccc(F)cc1)CS(=O)(=O)C2,1,5
CCNC(=O)C1(C)CCCN(C(=O)c2nc3ccccc3s2)C1 (configuration not stated),12,-5
Cc1ccc(NC(=O)C2CC2c2ccccc2)c([N+](=O)[O-])c1 (configuration not stated),-21,10
CCOc1ccc(S(=O)(=O)N2CCN(C(=O)c3ccccc3Cc3ccccc3)CC2)cc1,-2,-4
CC(=O)C1=C(C)N(CC2CC2)C(=O)N[C@H]1c1ccccc1,-15,4
COc1ccc(CCNc2nc(N3CCOCC3)nc(N3CCOCC3)n2)cc1OC,-8,9
Cc1ccc(-c2c[n+](=O)c3c(n2[O-])CCC3)cc1,9,3
Cc1cc(=O)[nH]c2c1c(-c1ccccc1)nn2C,12,1
CCOc1ccccc1NC(=O)CCNC(=O)N1CC(=O)Nc2ccccc21,-1,2
COCCn1nnnc1C(c1ccc(O)c(OC)c1)N1CCc2ccccc2C1 (configuration not stated),1,4
CCC(C)(C)n1nnnc1C(c1ccncc1)N1CCC(Cc2ccccc2)CC1 (configuration not stated),10,-7
CO/N=C/C(=N\Nc1ccc(C)cc1)C(=O)c1ccc(OC)cc1,60*,-45*
O=C(NCCOc1ccc(F)cc1)C1CCC(=O)N(Cc2ccc(Cl)cc2)C1 (configuration not stated),-10,-1
Cc1ccc2cccc(NC(=S)NC(=O)c3ccccc3)c2n1,-169,23
O=C(CCC(=O)NNC(=O)c1ccc([N+](=O)[O-])cc1)NCc1ccccc1,4,1
Cc1ccc(C)c(NC(=O)C2Cc3ccccc3CN2C(=O)OCc2ccccc2)c1 (configuration not stated),16,3
CCN(CC)S(=O)(=O)c1cccc(-c2nnc(SCc3nc4ccccc4s3)o2)c1,4,1
Cc1ccc(NC(=O)COC(=O)C2=COCCO2)c([N+](=O)[O-])c1,2,-2
C=CCn1c(O)c(/C=C2\C=NN=C2c2ccccc2)sc1=S,-5,12
COCCCN1Cc2cccc(C(=O)O)c2C1=O,-1,-3
Cc1ccc(S(=O)(=O)NCc2c(-c3ccccc3)noc2C)cc1,0,-7
CCCOc1ccc(/C=C/C(=O)O)cc1OC,-9,6
CC(CC1C(C#N)=C(N)OC2=C1C(=O)CCC2)c1ccccc1 (configuration not stated),-24,26
Cc1csc(NC(=O)c2ccc(-c3ccc(Cl)cc3Cl)o2)n1,2,24
COc1ccc(N2CCN(CC(=O)NC(=O)NC(C)(C)C)CC2)cc1,0,-7
CC(NC(=O)COc1ccc(N(C)S(=O)(=O)c2ccccc2)cc1)c1ccccc1 (configuration not stated),20,1
COc1cccc(CNc2nc3nc(C)c(Cl)c(=O)n3[nH]2)c1,6,5
NC(=O)c1ccccc1NS(=O)(=O)c1cccs1,18,-15
COc1ccc2nc(N/C(N)=N/S(C)(=O)=O)nc(C)c2c1,3,5
CC1(N=Cc2cc(Cl)ccc2O)COP(=O)(NC2CCCC2)OC1 (configuration not stated),3,-2
CC(=O)OC1COC(n2ccc3cc([N+](=O)[O-])ccc32)C(OC(C)=O)C1OC(C)=O (configuration not stated),5,-9
CCn1c(C)cc(C(=O)COC(=O)CNC(=O)c2ccco2)c1C,-17,3

Assay outcomes deposited in PubChem BioAssay by Sanford-Burnham Center for Chemical Genomics.
